# HTT aggregate: qHTS Multiplex Assay to Identify Dual Action Probes in a Cell Model of Huntington: Aggregate Formation (GFP); PC12 HttQ103-GFP aggregates, Acumen cytometry, 40 h; Potency, µM (series often up to 46.1 µM), inactives show top-dose activity change, negative = inhibition, hits mostly inhibitors; 220,000 tested, 1.1% active; AID 1688, 2009; further: potency means the concentration at half of the fitted maximal effect; on the % scale 0 is the no-effect control and ±100 the full control effect; nearly all actives have a fitted effect of over 60% in size
#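 Huntingtin Q103 exon 1–GFP aggregates in induced PC12 cells (100 nM tebufenozide) were quantified by cytometry from lysates, with compounds dosed in titration.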
# NPSR antagonist: qHTS Assay for Antagonists of the Neuropeptide S Receptor: cAMP Signal Transduction | Q6W5P4 | CHO-NPSR cells, cAMP TR-FRET, antagonist mode | Potency, µM (top dose mostly 38.3 µM), without a hit: top-dose activity change, negative = inhibition, hits mostly inhibitors | 220,000 tested, 1% active; further: potency means the concentration at half of the fitted maximal effect; on the % scale 0 is the no-effect control and ±100 the full control effect; nearly all actives have a fitted effect of over 50% in size; many of its hits are not listed in these tables
# CBFb RUNX1 block: qHTS Assay for Compounds Blocking the Interaction Between CBF-beta and RUNX1 for the Treatment of Acute Myeloid Leukemia. AlphaScreen CBFb-His/RUNX1-biotin binding, biochemical. 230,000 tested, under 10 active. Potency, µM (top dose mostly 59.8 µM), inactives show top-dose activity, negative = inhibition, most hits filed as inhibitors; further: % of control where 0% means no effect
#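 Proteins preincubated together for 20 min at RT before compound addition; 15 min later, nickel and streptavidin beads were added and left 90 min prior to AlphaScreen measurement.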
# Epigenetic reg: Quantitative High-Throughput Screen for Regulators of Epigenetic Control; murine LDR cells, GFP reporter derepression, 30 h; Potency, µM (titrated, usually from 53.9 µM), inactives show top-dose GFP activation, usual class: activators; 280,000 tested, 0.2% active; further: potency means the concentration at half of the fitted maximal effect; % of control where 0% means no effect; nearly all actives have a fitted effect of over 60% in size
#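 Derepression of a silenced CMV-GFP reporter in murine LDR cells is scored by enumerating GFP-positive cells with a laser-scanning microplate cytometer after 30 hours of treatment at 37 C.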
# L3MBTL1 inh: qHTS Assay for the Inhibitors of L3MBTL1. AID 485360, 2010. AlphaScreen L3MBTL1–H3K9me1 peptide binding. 230,000 tested, 0.66% active. Potency, µM (highest dose often 57.1 µM), for inactives: at the top dose activity, negative = inhibition, usual class: inhibitors. Lethal(3)malignant brain tumor-like protein 1 (Homo sapiens), Q9Y468; further: potency means the concentration at half of the fitted maximal effect; on the % scale 0 is the no-effect control and ±100 the full control effect; nearly all actives have a fitted effect of over 60% in size
# Target sequence (Q9Y468 whole entry, looked up): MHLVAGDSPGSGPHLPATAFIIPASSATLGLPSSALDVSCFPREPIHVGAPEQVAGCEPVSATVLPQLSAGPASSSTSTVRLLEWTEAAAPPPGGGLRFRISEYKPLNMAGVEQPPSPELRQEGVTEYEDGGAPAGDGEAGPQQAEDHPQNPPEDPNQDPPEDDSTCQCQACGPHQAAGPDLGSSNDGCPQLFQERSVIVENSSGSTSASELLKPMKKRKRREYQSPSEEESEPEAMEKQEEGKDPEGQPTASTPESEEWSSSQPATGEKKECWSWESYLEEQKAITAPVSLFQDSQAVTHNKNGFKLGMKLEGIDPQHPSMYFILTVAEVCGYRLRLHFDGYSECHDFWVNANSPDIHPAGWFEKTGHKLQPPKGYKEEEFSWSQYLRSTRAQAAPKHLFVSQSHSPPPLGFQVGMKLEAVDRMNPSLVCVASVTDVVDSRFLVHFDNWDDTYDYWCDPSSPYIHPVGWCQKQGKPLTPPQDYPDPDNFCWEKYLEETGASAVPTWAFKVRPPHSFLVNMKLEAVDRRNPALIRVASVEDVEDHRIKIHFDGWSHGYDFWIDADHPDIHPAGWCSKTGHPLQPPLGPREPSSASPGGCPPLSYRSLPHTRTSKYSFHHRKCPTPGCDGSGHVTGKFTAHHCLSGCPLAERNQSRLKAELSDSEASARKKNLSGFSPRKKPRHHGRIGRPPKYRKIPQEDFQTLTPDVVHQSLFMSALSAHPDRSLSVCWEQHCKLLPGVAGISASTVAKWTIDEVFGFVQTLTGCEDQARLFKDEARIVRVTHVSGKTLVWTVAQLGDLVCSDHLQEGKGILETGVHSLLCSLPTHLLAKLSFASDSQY
#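 AlphaScreen assay: L3MBTL1 (50 nM final) was preincubated 30 min at room temperature with biotinylated H3(1-15)K9me1 peptide (75 nM final), then 30 min with library compounds; streptavidin donor and nickel chelate acceptor beads (10 ug/mL final) added, 30 min dark.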
# KinaseGlo FLuc: Counterscreen for Luciferase (Kinase-Glo TM) Inhibition. Luciferin 4-monooxygenase (Photuris pensylvanica), Q27757. Kinase-Glo luciferase, ATP luminescence, 8 min. Potency, µM (top dose mostly 38.3 µM), for the others: at the highest dose activity change, negative = inhibition, hits mostly inhibitors. 200,000 tested, 0.28% active. AID 1379, 2008; further: potency means the concentration at half of the fitted maximal effect; on the % scale 0 is the no-effect control and ±100 the full control effect; nearly all actives have a fitted effect of over 60% in size
#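 Compound is pinned into ATP-containing buffer (10 uM ATP, imidazole pH 7.2, 7 mM MgCl2). Kinase-Glo luciferase reagent is then added. Light output is recorded following an 8-min room-temperature incubation.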
# IMPase Li cell: qHTS Assay for Identifying the Cell-Membrane Permeable IMPase Inhibitors: Potentiation with Lithium; Potency, µM (top dose mostly 59.4 µM), for the others: at the highest dose activity, negative = IMPase inhibition, most hits filed as inhibitors; CHO-M1 cells, IP1 TR-FRET (IP-One), carbachol + lithium; 210,000 tested, 0.35% active; AID 1457, 2008;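 further: IP1 builds up when IMPase is blocked and the TR-FRET signal falls; potency means the concentration at half of the fitted maximal effect; plate controls were basal vehicle for no effect and high inhibitor control for full effect; nearly all actives have a fitted effect of over 50% in size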
#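 CHO cells stably expressing M1 receptor (2000/well, cultured 16–30 h) treated 30 min at 37C with compound plus low lithium. Cytosolic IP1 by TR-FRET (665/620 ratio and 620 channel) after 10 min lysis; AC50 by Hill fit.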
# An asterisk follows results filed as active; ? = inconclusive; · = not tested or not shown; & = joins results of further samples; [ ] = remark or other dose. The call rests on the fitted dose curve; in most records, active means well fitted curve in the direction sought with a large enough effect; inconclusive means small, poorly fitted or top-dose-only effect, or another doubt; inactive means no such curve, though single readings can be large; an effect the other way counts as inactive or inconclusive.
SMILES,HTT aggregate,NPSR antagonist,CBFb RUNX1 block,Epigenetic reg,L3MBTL1 inh,KinaseGlo FLuc,IMPase Li cell
CCOC(=O)Cc1[nH]nc2c1C(C1C=CCCC1)C(C#N)=C(N)O2 (stereo unspecified),19.8%,-12.6%[46.1 µM],-12.1%,-0.7%,-8.1%,10.2%,-8.0%[38.3 µM]
COc1cccc(N/N=C/c2cccc(Br)c2O)c1,0.6%[9.22 µM],-14.2%,-8.9%,0.8%,-9.1%,·,·
CC1(C)C2CCC1(C)C(OC(=O)c1ccccc1C(=O)O)C2 (stereo unspecified),-2.0%[9.22 µM],17.8%,7.7%,-2.9%,3.6%,·,·
O=C(Nc1cc(C(=O)N2CCOCC2)ccc1N1CCCC1)c1cccs1,-5.5%,-2.7%[46.1 µM],7.4%,-0.1%,·,6.3%,14.5%[38.3 µM]
CCN(C(=O)CSc1nnc2nc(C)cc(C)n12)c1ccccc1,20.4%,9.1%,1.1%,-0.4%,7.9%,0.9%,3.4%
CCOC(=O)Cc1csc(NC(=O)COc2ccc(OC)cc2)n1,-9.2%,-5.4%[46.1 µM],3.0%,-2.9%,·,1.5%,0.4%[38.3 µM]
CCCCn1cnc2c(cnn2-c2ccc(F)cc2)c1=O,-21.9%,-12.9%[46.1 µM],6.5%,1.3%,-3.0%,-3.4%,-6.1%[38.3 µM]
C=CCNC(=S)N(C1CCCCC1)C1CCCCC1,17.1%,-29.8%,-0.9%,-2.9%,4.4%,0.3%,3.3%
COC(=O)c1cc(=O)n(-c2ccccc2)c(=Nc2ccccc2)s1,4.5%,-11.4%,-0.2%[2.36 µM],14.5%,-4.2%,1.3%,9.6%
COc1cccc(N2C(=O)/C(=C\c3cccs3)NC2=S)c1,?,-27.7%,-5.4%,-0.5%,-8.8%,4.3%,3.7%
COC(=O)c1[nH]c2c(c1C)C(=O)CC(c1cccs1)C2 (stereo unspecified),?,5.0%[46.1 µM],4.6%,1.2%,·,-2.7%,28.4%[38.3 µM]
Cn1c(N2CCC(C(N)=O)CC2)nc2c1c(=O)n(Cc1ccc(Cl)cc1)c(=O)n2C,?,-8.0%[46.1 µM],1.6%,-1.0%,·,-3.0%,0.1%[38.3 µM]
O=C(NCc1nc2ccccc2[nH]1)c1cccc(S(=O)(=O)N2CCOCC2)c1,25.3%,16.5%[46.1 µM],1.2%,0.0%,·,-6.4%,10.4%[38.3 µM]
Cc1ccc(CN2CCSCC2)c(C)c1,13.4%,2.7%,3.3%,-7.9%,-5.5%,0.0%,10.4%
CCCCCCCOC1(c2ccccc2)OC(=O)c2ccccc21 (stereo unspecified),-11.8%,-25.0%[46.1 µM],13.9%,-1.1%,28.7%,-2.0%,6.9%[38.3 µM]
COCCN1C(=O)N[C@@H](c2ccccc2)C(C(C)=O)=C1C,-6.1%,0.1%,15.4%&2.5%,0.0%&1.9%,0.6%,-1.6%&1.7%,8.2%&1.0%
CCOc1ccc(NCCC(=O)c2ccc3c(c2)OCO3)cc1,5.0%,-9.9%[46.1 µM],-20.1%,-1.1%,·,0.1%,18.1%[38.3 µM]
CC(OC(=O)c1oc2ccccc2c1COc1ccccc1)C(=O)NC(N)=O (stereo unspecified),-14.5%,-34.6%,-5.5%,-1.8%,·,-1.8%,15.1%
COc1c(F)c(F)c(C(=O)O)c(Nc2cc(C)cc(C)c2)c1F,-5.4%,-10.3%,-0.6%,3.9%,·,4.5%,-6.4%
CC1(C)Cc2ccccc2-c2nnc(SCC(=O)N3CCc4ccccc43)n21,-20.0%,-23.0%[46.1 µM],1.3%,-1.8%,·,17.7%,?
N#CCCN(C(=O)CN1C(=O)NC2(CCCC2)C1=O)c1ccccc1F,9.6%[9.22 µM],-3.8%[46.1 µM],-2.5%,1.0%,·,3.0%,17.1%[38.3 µM]
CCCc1cc(=O)n2[nH]c(-c3ccc(Br)cc3)cc2n1,-29.4%,-2.2%[46.1 µM],2.2%,0.8%,3.4%,0.9%,3.4%
Nc1nc(SCC(=O)N2CCOCC2)n[nH]1,-22.8%[9.22 µM],5.2%,-0.1%,-0.2%,-1.2%,0.9%,3.5%
CC(C)=N/N=C1/NC(=O)C(CC(=O)Nc2cc(Cl)ccc2C)S1 (stereo unspecified),-0.3%,7.0%,-2.9%,0.0%,5.9%,-1.6%,3.0%
N#Cc1c(SCC(=O)N2CCCCC2)nsc1SCC(=O)N1CCCCC1,6.7%,-19.4%[46.1 µM],4.1%,-1.1%,·,3.5%,4.7%[38.3 µM]
CC(=O)c1cnc(Nc2nc(C)c3ccc(C)cc3n2)nc1C,0.4%,-4.1%[46.1 µM],4.8%,1.9%,·,-0.6%,29.9%[38.3 µM]
COCCn1cnc2c1c(=O)n(CC(=O)OCC(=O)NCCCc1ccccc1)c(=O)n2Cc1ccccc1,-13.4%,-4.3%,1.2%,1.0%,-8.6%,0.5%,18.4%
COc1ccc(NC2=NCC(=O)N2c2ccccc2F)cc1,-3.3%,-2.8%[46.1 µM],6.8%,-1.1%,1.4%,-4.3%,-15.3%[38.3 µM]
O=C(CN1CCC(NC(=O)c2ccccc2F)CC1)Nc1ccc2c(c1)OCCO2,16.6%[9.22 µM],0.4%,-7.0%,-5.9%,16.2%,-0.2%,3.1%
COc1cc2c(cc1OC)C(c1ccccc1)CN(C)CC2 (stereo unspecified),-1.7%,-7.7%[46.1 µM],9.1%,-0.2%,·,-1.4%,10.6%
CCC(=O)NC(c1ccccc1)c1nc2ccccc2[nH]1 (stereo unspecified),3.9%,-16.1%[46.1 µM],6.5%,-1.1%,·,2.7%,11.1%[38.3 µM]
CN(C)c1cccc(NC(=O)CCc2ccccc2)c1,16.3%,0.4%[46.1 µM],7.0%,0.0%,-1.0%[11.4 µM],0.5%,22.2%[38.3 µM]
C[C@@H]1CC=C[C@H]2[C@H]1C(=O)N(Cc1ccccc1)[C@H]2c1ccc(F)c(Br)c1,-11.4%[9.22 µM],3.98µM*,14.3%,1.6%,·,·,·
CC(C)(C)NC(=O)c1ccccc1-c1nc2ccccc2s1,-25.1%[9.22 µM],-4.4%,-0.3%,-1.1%,·,·,·
O=C(CSc1ccc2nnc(CCNC(=O)c3ccccc3)n2n1)Nc1ccccc1,10.1%,-6.9%,0.6%,3.7%,·,11.3%,-6.1%
COc1ccc(-c2nnc(N(C)C(=O)C3CCCO3)s2)cc1 (stereo unspecified),-20.1%,-6.2%,3.5%,-1.0%,?,0.8%,1.4%
COc1cc(/C=C/C(=O)OCC(=O)c2c(N)n(C)c(=O)n(C)c2=O)ccc1OC(F)F,-0.5%,-5.7%,-2.5%,?,0.0%,-2.1%,-5.0%
Cc1oc(C(C)(C)C)cc1C(=O)Nc1cccc(/C=C/C(=O)O)c1,1.7%,3.4%[46.1 µM],-7.9%,-1.9%,-5.0%,-2.2%,-13.3%[38.3 µM]
O=C(C[n+]1ccccc1)N1CCCc2ccccc21,1.4%[9.22 µM],-16.3%,-0.6%,-1.9%,-3.8%,-1.4%,14.8%
C[C@@H](O)C1NC(=O)[C@H](CCCCN)NC(=O)c2cc([N+](=O)[O-])cc(I)c2NCCC[C@@H](C(N)=O)NC1=O (stereo partly specified),-0.7%,8.3%,3.6%[2.36 µM],-3.4%,-0.1%,2.9%,-5.1%

# In a second layout: entries from further up
# Below each SMILES – HTT aggregate | NPSR antagonist | CBFb RUNX1 block | Epigenetic reg | L3MBTL1 inh | KinaseGlo FLuc | IMPase Li cell
- CN(C)c1cccc(NC(=O)CCc2ccccc2)c1
  16.3% | 0.4%[46.1 µM] | 7.0% | 0.0% | -1.0%[11.4 µM] | 0.5% | 22.2%[38.3 µM]
- C[C@@H]1CC=C[C@H]2[C@H]1C(=O)N(Cc1ccccc1)[C@H]2c1ccc(F)c(Br)c1
  -11.4%[9.22 µM] | 3.98µM* | 14.3% | 1.6% | · | · | ·
- CC(C)(C)NC(=O)c1ccccc1-c1nc2ccccc2s1
  -25.1%[9.22 µM] | -4.4% | -0.3% | -1.1% | · | · | ·
- O=C(CSc1ccc2nnc(CCNC(=O)c3ccccc3)n2n1)Nc1ccccc1
  10.1% | -6.9% | 0.6% | 3.7% | · | 11.3% | -6.1%
- COc1ccc(-c2nnc(N(C)C(=O)C3CCCO3)s2)cc1 (stereo unspecified)
  -20.1% | -6.2% | 3.5% | -1.0% | ? | 0.8% | 1.4%

# Remaining list, next part
SMILES,HTT aggregate,NPSR antagonist,CBFb RUNX1 block,Epigenetic reg,L3MBTL1 inh,KinaseGlo FLuc,IMPase Li cell
COc1ccc(C(=O)N2CCN(c3nc4cc(C)ccc4cc3C#N)CC2)c(OC)c1,?,?,10.4%,-1.1%,·,1.9%,42.3%[activator][38.3 µM]
CC1(C(=O)NC2CCCCC2)CCC(=O)N1Cc1cccnc1 (stereo unspecified),14.7%,8.7%[46.1 µM],8.4%,-0.8%,-4.9%,0.6%,22.6%[38.3 µM]
Cc1ccc(NC(=S)NC2CCCCC2)cc1S(=O)(=O)N(C)C,-17.5%,-22.9%,14.2%,-0.9%,?,-0.5%,0.3%
CC1CCN(S(=O)(=O)c2ccc(NC(=O)Cn3nnc(-c4ccccc4F)n3)cc2)CC1,9.5%,-14.2%[46.1 µM],12.0%,?,0.9%,12.6%,-2.2%[38.3 µM]
CCOc1ccc(NC(=O)C2CCCCN2S(=O)(=O)c2ccccc2)cc1 (stereo unspecified),1.2%,-13.3%[46.1 µM],8.5%,-4.1%,·,1.6%,15.7%[38.3 µM]
COc1ccc(OC)c(S(=O)(=O)N(C)CC(=O)N2CCc3ccccc3C2)c1,-0.9%,-11.8%[46.1 µM],4.5%,0.0%,·,4.0%,-5.3%[38.3 µM]
c1ccc(-c2n[nH]c3c2CCC3)cc1,-15.5%,5.8%[46.1 µM],0.5%,1.0%,-0.9%,-1.9%,-1.9%[38.3 µM]

# Two neighbouring records out of the list so far, for reference:
SMILES,HTT aggregate,NPSR antagonist,CBFb RUNX1 block,Epigenetic reg,L3MBTL1 inh,KinaseGlo FLuc,IMPase Li cell
CC1CCN(S(=O)(=O)c2ccc(NC(=O)Cn3nnc(-c4ccccc4F)n3)cc2)CC1,9.5%,-14.2%[46.1 µM],12.0%,?,0.9%,12.6%,-2.2%[38.3 µM]
CCOc1ccc(NC(=O)C2CCCCN2S(=O)(=O)c2ccccc2)cc1 (stereo unspecified),1.2%,-13.3%[46.1 µM],8.5%,-4.1%,·,1.6%,15.7%[38.3 µM]

# Only part of the results is shown; the hit share may differ from the screen's.
